# High-throughput results: PubChem, Fisher Drug Discovery Resource Center
# NPYLR7 agonist – activates Aedes aegypti NPYLR7 receptor; HEK293T NPYLR7/Galpha15, GCaMP6s calcium fluorescence; activation, % at 10 µM; hit rate 0.15% among 270,000; in the data active = activation above about 40%;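 note: 0% = vehicle and 100% = reference agonist at the receptor; some compounds past the cut are filed as inactive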
# hcGAS inh – inhibitors of human cGAS | recombinant h-cGAS, ATP depletion, Kinase-Glo luminescence | inhibition, % at 12.5 µM | hit rate 0.081% among 290,000;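 note: 0% = vehicle reaction and 100% = reaction without DNA for no activity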
# Target sequence (Q8N884 whole entry, looked up): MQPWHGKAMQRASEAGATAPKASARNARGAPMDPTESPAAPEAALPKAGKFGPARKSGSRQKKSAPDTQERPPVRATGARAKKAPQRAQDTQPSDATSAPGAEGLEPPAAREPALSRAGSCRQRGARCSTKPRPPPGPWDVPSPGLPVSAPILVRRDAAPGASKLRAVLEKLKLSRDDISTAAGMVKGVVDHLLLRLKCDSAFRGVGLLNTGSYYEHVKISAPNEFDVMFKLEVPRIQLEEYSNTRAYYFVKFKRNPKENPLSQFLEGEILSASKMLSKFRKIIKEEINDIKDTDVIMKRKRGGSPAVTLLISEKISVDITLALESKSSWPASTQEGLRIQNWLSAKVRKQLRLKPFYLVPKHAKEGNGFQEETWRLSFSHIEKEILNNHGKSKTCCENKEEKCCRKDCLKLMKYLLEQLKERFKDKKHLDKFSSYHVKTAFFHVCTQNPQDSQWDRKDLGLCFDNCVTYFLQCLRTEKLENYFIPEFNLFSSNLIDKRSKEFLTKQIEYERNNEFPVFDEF
# mcGAS inh – inhibitors of mouse cGAS; inhibition, % at 12.5 µM; Q8C6L5; recombinant cGAS, Kinase-Glo ATP depletion luminescence; hit rate 0.15% among 160,000; AID 1259399;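 note: 0% = negative control wells and 100% = reference inhibitor with no enzyme activity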
# An asterisk follows results filed as active; . = not tested or not shown. Cut-off read from the data, not from the text of the source, unless noted: active = inhibition above about 40%; inactive = the rest. An unsorted share of the library; any-hit rate near 0.29%.
SMILES,NPYLR7 agonist,hcGAS inh,mcGAS inh
CC(O)CNc1nc(N2CCOCC2)c2cnn(C)c2n1 (configuration not stated),1,-1,-1
O[C@@H]1CN(CC2CCCCC2)CC[C@H]1N1CCN(c2ccccc2F)CC1,6,-3,.
CCOC(=O)c1c(SCc2ccccn2)nc(=O)[nH]c1C,3,-3,-5
COc1cc2c(cc1OC)CN(S(=O)(=O)c1ccc(OC)c(N3CCN(S(=O)(=O)c4ccccc4Cl)CC3)c1)CC2,3,-7,-7
COc1ccc(CCN(C)S(=O)(=O)c2ccc(OC)c(N3CCN(C(=O)Cc4ccccc4)CC3)c2)cc1OC,21,-8,-7
Cc1cc(C(F)(F)F)nc(CCn2ccnc2C2CCOC2)n1 (configuration not stated),-3,-5,-10
Cc1ccccc1S(=O)(=O)NC(=O)c1ccc(S(C)(=O)=O)cc1,14,-9,.
COc1cccc(-c2nnc(NC(=O)/C=C/c3ccccc3)s2)c1,-5,0,1
COc1ccc(CNC(=O)c2cccc(S(=O)(=O)N3CC4(C)CC3CC(C)(C)C4)c2)cn1 (configuration not stated),-12,8,.
C=CCNC(=O)N1CCOC(CCc2ccccc2)C1 (configuration not stated),17,-5,.
O=C1/C(=C/c2ccc([N+](=O)[O-])cc2)C=C(c2ccccc2)N1c1cccc2ccccc12,-2,3,4
CC1CCC(NC(=O)C2CCN(c3ncccc3S(=O)(=O)N3CCOCC3)CC2)CC1 (configuration not stated),.,-9,-6
COc1ccc(CNC(=O)CCC2CCCN(C(=O)Cn3cccn3)C2)c(OC)c1 (configuration not stated),5,-3,.
COc1ccc(OC)c(S(=O)(=O)N2CCN(C)CC2)c1,4,-1,-2
CC(C)C(=O)N1CCCC(c2nn(C)c(=O)n2C(C)C)C1 (configuration not stated),.,-7,-4
CC1(C(=O)NS(=O)(=O)c2ccccc2OC(F)(F)F)CCN1C(=O)c1ccco1 (configuration not stated),-4,-3,-5
COCCN1CCN(c2nc(C(=O)NC(C)C)cs2)C1=O,-1,-12,.
OCc1ccc(-c2nccn2Cc2cc3ccccc3s2)o1,-5,6,.
CCc1ccccc1NC(=O)Cn1cnc([N+](=O)[O-])n1,-9,-4,-4
CCNC(=O)OC1CN(S(=O)(=O)Cc2ccccc2)CCC(=O)N(C)c2ccccc21 (configuration not stated),4,-3,-8
CC(Cc1cnccn1)NC(=O)c1cn(C/C=C/c2ccccc2)nn1 (configuration not stated),17,-6,.
COCCN(Cc1ccsc1)CC(O)Cc1ccccc1 (configuration not stated),-10,1,-1
Cc1cc(CNC(=O)C2CCN(S(=O)(=O)c3ccc4c(c3)OCCO4)CC2)ccc1F,11,-6,.
COCCn1cc(/C=C2\C(=O)c3ccccc3SC2C)cn1 (configuration not stated),4,-9,-14
O=C1NC(=O)c2ccc(N3CCCCC3)c3cccc1c23,17,14,-4
O=C(CSc1nnnn1C1CCCC1)c1cc2ccccc2o1,-6,3,.
COc1ccc(-c2noc(-c3ccc(F)cc3)n2)cc1OC,3,2,.
Cc1ccccc1CC1(CO)CCCN(C(=O)CN2CCCC2=O)C1 (configuration not stated),-6,0,-4
CCCOc1ccc(C=C2SC(=S)NC2=O)cc1,24,-3,.
COc1ccc2c(c1)C1(SC(C)(C)CN1C(=O)Nc1ccc(Cl)cc1)C(=O)N2 (configuration not stated),5,-9,-6
CC(=O)Nc1ccc(NC(=O)CSc2ncc(CO)n2CC(=O)NC(C)C)cc1,1,8,.
O=C(C1CCCC1)N(Cc1nccn1Cc1ccccc1C(F)(F)F)CC1CCCO1 (configuration not stated),5,-4,-5
Cn1ccnc1C(=O)C1CCCN(C(=O)c2cn(CCC3CCCCC3)nn2)C1 (configuration not stated),7,-11,.
O=C(CSc1ccccc1F)NNS(=O)(=O)c1cccc(F)c1,-7,0,2
COc1ccc(CN(C)c2c(C)nc3c(OCc4ccc(C(F)(F)F)cc4)cccn23)cc1,11,-3,-3
Nc1ccc(S(=O)(=O)c2ccc(Cl)cc2)cc1,10,-13,.
Cc1cccn2c(=O)nc(SCc3cccc(Cl)c3)nc12,8,-2,.
O=C(O)c1ccc2c(c1)C(=O)N(c1ccc(-c3nc4ccccc4c(=O)o3)cc1)C2=O,-6,-4,-6
CN1CCN(C(=O)c2cc3n(n2)CCN(Cc2nccn2C)C3)CC1,1,1,.
CCOC(=NC(=O)c1ccc(Cl)c(Cl)c1)N(C)C1CCN(C)CC1,0,-4,-5
Cc1ccc2c(C(=O)N3[C@@H]4CC[C@H]3CC(O)C4)cc(C)nc2c1 (some centres not stated),14,-7,.
CC(=O)Oc1ccccc1Cn1c(C)c(C(=O)NC2CC2)sc1=O,-8,3,.
c1ccc(CCC2CCCCN2Cc2nc(-c3cnccn3)no2)nc1 (configuration not stated),4,-6,.
O=C(Nc1ncccc1O)c1nc(-c2ccccc2)n2c1CCCCC2,11,66*,-13
O=C1CSC(c2ccc(F)c(F)c2)N1c1ccc(O)cc1 (configuration not stated),-4,-5,.
COc1cccc(CCNC(=O)CC2C(=O)NCCN2Cc2ccc(C)o2)c1 (configuration not stated),13,-4,-9
COC(=O)c1nnn(-c2cccc(C(F)(F)F)c2)c1N,5,-4,.
COc1ccc(CCS(=O)(=O)Nc2ccc3c(c2)CCC(=O)N3Cc2ccccc2)cc1,13,-5,.
C=CCNC(CC(=O)Nc1cccnc1)C(=O)O (configuration not stated),-1,-10,-10
Cc1ccc(-n2nnc(C(=O)OCc3nc(-c4ccccc4)oc3C)c2C)cc1,9,-4,-8
O=C(NCc1ccccc1)c1ccc2c(=O)n3c(nc2c1)CCC3,-2,-5,-8
O=C1OC2(CCCC2)OC(=O)C1=Cc1cc(Cl)c(O)c(Cl)c1,5,14,.
O=C(NCCCS(=O)(=O)N1CCN(c2ccccc2)CC1)c1cnccn1,-2,-6,-2
CS(=O)(=O)c1ccc(CN2CCNC(C(=O)NCc3ccccn3)C2)cc1 (configuration not stated),21,-6,.
Cc1nccc(N2CCC(N3CCCC(C(=O)NCc4cccnc4)C3)CC2)n1 (configuration not stated),0,1,.
COc1ccc(-c2cn3nc(SCC(=O)N4CCN(c5ccccc5)CC4)ccc3n2)cc1,5,-1,.
C#CC(C)(C)NC(=O)Cc1csc(SCC)n1,6,-3,.
O=C(NCC(F)(F)F)c1ccc2sc([C@H]3C[C@H](O)[C@@H](CO)O3)nc2c1,2,-11,-8
CSc1nc(N2CCCC2)c2cnn(CCNC(=O)C(C)(C)CCl)c2n1,.,-4,-5
O=C(NCCSCc1ccccc1F)c1cc(Cl)c2c(c1)OCCO2,9,-12,.
# (next part)
SMILES,NPYLR7 agonist,hcGAS inh,mcGAS inh
CCc1nc2n(n1)C(=O)C(C(c1cccc(C)c1)N1CCCC1)S2 (configuration not stated),-1,1,0
COCCNC(=O)Cn1cc(OC)c(=O)cc1CSc1nc(C)cc(C)n1,-2,-5,-8
Fc1ccc(C2CC(c3ccccc3)=Nc3nnnn32)cc1 (configuration not stated),0,-1,.
Cc1ccc(-c2csc3nc(CN(CC(C)C)CC(O)c4ccccc4)[nH]c(=O)c23)cc1C (configuration not stated),-6,-3,-4
CCN(Cc1ccc(OC)c(OC)c1)S(=O)(=O)c1ccc2c(c1)CCCC2,3,-5,.
COc1cn(CC(=O)Nc2ccccc2)c(CSc2nnnn2C)cc1=O,-3,-8,-8
O=C1c2ccccc2C(=O)N1CN(Cc1ccccc1)CN1C(=O)c2ccccc2C1=O,6,-8,.
O=C(O)Cc1ccc(CN2CC3(CCNCC3)CC2C(=O)O)cc1 (configuration not stated),13,-5,.
COc1c(NS(=O)(=O)c2cc(F)ccc2Cl)c(C)nn1C,7,-6,.
CC(c1ccon1)N(C)C(=O)CC1(c2ccc(-c3ccccc3)cc2)CC(=O)N(C)C1=O (configuration not stated),0,5,-3
c1cncc(-c2ncc3c(n2)CCCC3NCc2cc3ccccc3o2)c1 (configuration not stated),-1,2,.
CNC(=O)CSc1nnc(N2CCN(C(=O)CCc3ccc(OC)cc3)CC2)s1,-10,0,-5
CCc1nc2ccc(C(=O)NCCN3CCCC3)cn2c1N(C)C(=O)c1cccc(OC)c1,14,-6,-5
NC(Cc1ccc(Cl)cc1)c1csc(Nc2ccc(-c3ccccc3)nn2)n1 (configuration not stated),-6,-3,-5
Cc1ccccc1/C=C1/SC(=Nc2ccccc2)NC1=O,-8,-9,-6
O=C(CSc1n[nH]c(=O)c2cc(-c3ccco3)nn12)Nc1ccc(Cl)c(C(F)(F)F)c1,.,-5,-8
COC(=O)c1ccc(CNC(=O)NCCc2ccco2)cc1,3,-2,.
Cc1ccc(N(CCCN2C(=O)c3cccc4cccc(c34)C2=O)C(=O)c2cccs2)cc1,-2,-2,-5
COc1cc(C=CC(=O)N2CCCC2c2ccc(OC)cc2OC)cc(OC)c1 (configuration not stated),-2,-6,-8
CN1CCN(C(=O)c2cn(C)cc3c(=O)n(-c4ccccc4)nc2-3)CC1,11,-1,-7
CC(=O)N1CCc2ccc(S(=O)(=O)Nc3ccsc3)cc21,-6,-9,.
Cc1ccc2ncccc2c1CN1CCN(Cc2cccc(F)c2)CC1,5,2,.
COc1ccc2c3c(c(=O)oc2c1)CCC3,2,0,-4
Cc1ccc(C)c(-c2csc(NC(=O)/C=C/c3ccccc3)n2)c1,-6,-2,-8
CCCCc1ccc(NC(=O)c2cc(=O)c(OCC)co2)cc1,-1,0,.
O=C(C=Cc1ccc2c(c1)OCCO2)Nc1ccc(Br)cc1Cl,8,-3,-6
Cc1cc(OCc2ccccc2)ccc1NC(=O)N1CC[C@H](O)C1,7,-5,.
CC1(C(=O)NS(=O)(=O)c2ccc(C#N)cc2)CCN1C(=O)Cc1cccc2ccccc12 (configuration not stated),8,-8,.
Cc1cc(NC(=O)c2ccc(F)cc2)n(-c2nc3c(cnn3-c3ccc(F)cc3)c(=O)[nH]2)n1,.,1,1
O=C(Nc1cnn(-c2ccccc2F)c1)N1CCOCC1,-25,-2,.

# 5 of these compounds, set out differently.
molecule | NPYLR7 agonist | hcGAS inh | mcGAS inh
CC(=O)N1CCc2ccc(S(=O)(=O)Nc3ccsc3)cc21 | -6 | -9 | .
Cc1ccc2ncccc2c1CN1CCN(Cc2cccc(F)c2)CC1 | 5 | 2 | .
COc1ccc2c3c(c(=O)oc2c1)CCC3 | 2 | 0 | -4
Cc1ccc(C)c(-c2csc(NC(=O)/C=C/c3ccccc3)n2)c1 | -6 | -2 | -8
CCCCc1ccc(NC(=O)c2cc(=O)c(OCC)co2)cc1 | -1 | 0 | .

# Continuation:
SMILES,NPYLR7 agonist,hcGAS inh,mcGAS inh
CNc1nc2cnc(Nc3cc(OC)c(OC)c(OC)c3)cc2n1C,7,-5,-6
COc1cc(S(=O)(=O)NCCCN2CCOCC2)c(OC)cc1Cl,6,-6,.
Cc1ccc(N2C(=O)NC(NC(=O)c3ccc(F)cc3)(C(F)(F)F)C2=O)cc1C (configuration not stated),-17,-4,.
Cc1ccc(S(=O)(=O)N2CCC(NC(=O)CNC(=O)c3ccc(C(C)(C)C)cc3)CC2)cc1,9,-5,-7
CSc1cccc(N2CC(C(=O)NC3CCCCC3C)CC2=O)c1 (configuration not stated),5,-4,.
NCCn1ncc2c(=O)n(Cc3cccc(C(F)(F)F)c3)cnc21,-1,3,.
Cc1cc(Cl)cc2c3c([nH]c12)CCC(NC(=O)C(C)CC(F)(F)F)C3 (configuration not stated),32,-2,-2
COc1ccc(-c2nnc3ccc(SCC(=O)Nc4ccc(C(C)=O)cc4)nn23)cc1OC,6,-2,0
CC(NCc1cc2ccccc2n1C)c1ccccc1 (configuration not stated),15,-2,.
CSCCCNC(=S)Nc1ccc(F)c(Cl)c1,1,0,.
CC(C)c1ccc(Nc2ncccc2C#N)cc1,8,-4,.
CSc1ncccc1C(=O)N(CC1CC1)C(C)C,-3,0,.
Cc1ccc(C2CCCN2CC(=O)NC(C)C)cc1 (configuration not stated),6,-10,-4
CCOC(=O)CCCC(=O)N1CCN(c2c(CC(=O)OCC)c(C)nc3ncnn23)CC1,.,1,2
O=[N+]([O-])c1ccc(-c2nc(-c3ccc(-c4nc(-c5ccc([N+](=O)[O-])cc5)nc5ccccc45)cc3)c3ccccc3n2)cc1,11,-4,-6

# A second format for part of the listing above:
compound | NPYLR7 agonist | hcGAS inh | mcGAS inh
CC(C)c1ccc(Nc2ncccc2C#N)cc1 | 8 | -4 | .
Cc1cc(Cl)cc2c3c([nH]c12)CCC(NC(=O)C(C)CC(F)(F)F)C3 (configuration not stated) | 32 | -2 | -2
COc1cc(S(=O)(=O)NCCCN2CCOCC2)c(OC)cc1Cl | 6 | -6 | .
Cc1ccc(N2C(=O)NC(NC(=O)c3ccc(F)cc3)(C(F)(F)F)C2=O)cc1C (configuration not stated) | -17 | -4 | .

# Other results
SMILES,NPYLR7 agonist,hcGAS inh,mcGAS inh
C=CC(C)(O)CN(Cc1ccccc1)Cc1c(C)nn(-c2ccccc2)c1Oc1ccc(OC)cc1 (configuration not stated),0,-4,-4
COc1ccc(-c2nnc(SCc3ccc(C#N)cc3)n2-c2ccccc2C)cc1OC,-3,-9,-3
O=C(NCC1(c2ccccc2)CC1)c1ccc(Cl)c(Cl)c1,12,-3,.
CCc1c(C)nn(-c2ccc(C(=O)NCCc3c[nH]c4ccccc34)cc2)c1C,-2,-11,-4
COc1cccc2cc(-c3nc4ccccc4[nH]3)c(=Nc3cccc(C(F)(F)F)c3)oc12,10,-2,-2
Cc1ccc2nc(N3CCOCC3)c(C=C3SC(=S)N(CC(C)C)C3=O)c(=O)n2c1,7,-3,.
Cc1c(C(=O)N(C)Cc2c(F)cccc2Cl)sc2nc[nH]c(=O)c12,5,-10,.
